Compound activity: PubChem, Sanford-Burnham Center for Chemical Genomics
LYP phosphatase: inhibitors of LYP phosphatase, biochemical, fluorescence intensity, uHTS (AID 1779); recombinant LYP phosphatase, fluorescence intensity; higher % means a stronger effect; 0.054% of 290,000 active; one-dose inhibition, % at 11.5 µM; IC50 in µM for titrated hits; in the data active = inhibition above about 50%;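 note: plate controls were vehicle with enzyme for no effect and no enzyme for full effect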
Active calls of the source: *.

O=C(NCCO)c1ccc2nc(Cc3cccc(Cl)c3)oc2c1 was read as LYP phosphatase -3%.
COc1ccc(C(=O)C2CCN(C(=O)Nc3ccc(C)cc3)CC2)cc1 was read as LYP phosphatase -7%.
For COc1ccc(S(=O)(=O)NC2CC3CCC2C3)cc1 (configuration not stated) the results were LYP phosphatase -11%.
Screening Cc1cc(C(=O)NC2CCCc3c2cnn3-c2ccc(C(C)(C)C)cc2)nn1C (configuration not stated) returned LYP phosphatase -3%.
COc1cccc(C(=O)NC2CCN(CC(=O)Nc3ccccc3Cl)CC2)c1 was read as LYP phosphatase -10%.
Screening COc1ccc(CC(=O)NC(C)CCc2ccccc2)cc1OC (configuration not stated) returned LYP phosphatase 2%.
C/C(=N\Nc1nc(C)cc(-c2ccccc2)n1)c1ccc(O)cc1 was read as LYP phosphatase 2%.
O=C(CSc1ccccc1Cl)N1CCOCC1 was read as LYP phosphatase -7%.
COc1ccc(CCNS(=O)(=O)c2ccc3c(c2)NC(=O)C(C)S3)cc1OC (configuration not stated) was read as LYP phosphatase -7%.
COc1ccc(OC)c(CNC(=O)CCSCc2ccc(F)cc2Cl)c1 was read as LYP phosphatase -2%.
Screening COc1ccc(NC(=S)NC(=O)C2CCC2)cc1 returned LYP phosphatase -4%.
`CC(=O)N1c2ccc(S(=O)(=O)N3CCCC(C(=O)NCc4ccccc4Cl)C3)cc2CC1C` (configuration not stated) gave LYP phosphatase -8%.
For O=C(Nc1ccc(F)cc1)C1CCCN(S(=O)(=O)c2ccc(-n3cnnn3)cc2)C1 (configuration not stated) the results were LYP phosphatase -6%.
`O=C(C[n+]1cccc(Br)c1)c1ccc(-c2ccccc2)cc1` gave LYP phosphatase -9%.
`c1ccc(-n2cnc3ccccc32)nc1` gave LYP phosphatase -4%.
For COc1ccc(/C=C2\SC(=Nc3ccccc3)NC2=O)cc1 the results were LYP phosphatase -2%.
`O=C1[C@H]2[C@@H](/C=C/c3ccccc3)N3C(=O)CN(CC4CC4)C(=O)[C@@]3(Cc3ccccc3)[C@H]2C(=O)N1c1ccccc1` gave LYP phosphatase -9%.
CCN1CCCC1CNC(=O)CN(C)S(=O)(=O)c1ccc(Cl)cc1 (configuration not stated) was read as LYP phosphatase -11%.
`COc1ccc(-c2nc(C)ncc2-c2ccccc2)c(O)c1` gave LYP phosphatase -5%.
CCOc1ccc(S(=O)(=O)N2CCC(C(=O)OC(C)C(=O)N(C)C3CCCCC3)CC2)cc1 (configuration not stated) was read as LYP phosphatase -9%.
`CCC(=O)c1cn(CC(=O)Nc2ccccc2F)c2ccccc12` gave LYP phosphatase -5%.
Screening O=C(O)c1ccc2c(c1)OCCOCCOCCOCCOCCO2 returned LYP phosphatase -12%.
`Cc1cccc(C)c1NC(=O)CCc1nnc2ccc(N3CCCC3)nn12` gave LYP phosphatase -2%.
`COc1cc2nc(N3CCN(C(=O)[C@@H]4CCCO4)CC3)nc(N)c2cc1OC` gave LYP phosphatase -21%.
CCOc1ccc(N(C)S(=O)(=O)c2ccc(-c3cc(C)no3)s2)cc1 was read as LYP phosphatase -4%.
Screening CC(C)NC(=O)COCc1cc(-c2ccc3c(c2)OCO3)on1 returned LYP phosphatase 0%.
Cc1ccc(/C=C2\SC(=S)N(CCCC(=O)NC3CCCC3)C2=O)cc1 was read as LYP phosphatase -6%.
For Cc1cc(NC(=O)Cn2nc(C(=O)O)c3ccccc3c2=O)ccc1Br the results were LYP phosphatase -6%.
`COc1ccc(C(C)(C)C)cc1NC(=O)c1[nH]c(C)c(C(C)=O)c1C` gave LYP phosphatase -2%.
`CC(=O)N1CCN(C(=O)CSc2nnc(C)n2-c2ccccc2)CC1` gave LYP phosphatase -2%.
For Cc1ccc(C2C(=O)c3ccccc3C2=O)cc1 the results were LYP phosphatase -5%.
CCOc1ccc(NC(=O)C2CCCN(S(=O)(=O)c3ccc4c(c3)CC(C)N4C(C)=O)C2)cc1 (configuration not stated) was read as LYP phosphatase -3%.
Screening CCOCCn1c(-c2ccccc2)nc2ccccc21 returned LYP phosphatase -6%.
`COc1ccc(C(C(=O)NCc2ccccc2)N(C(=O)c2snc(C(N)=O)c2N)c2ccccc2OC)cc1` (configuration not stated) gave LYP phosphatase -5%.
`CC(=O)N1CCCc2cc(S(=O)(=O)N3CCCC(C(=O)Nc4ccc(C)cc4C)C3)ccc21` (configuration not stated) gave LYP phosphatase -12%.
For CCCn1c(=O)c(C(=O)NCCCc2ccccc2)c(O)c2ccccc21 the results were LYP phosphatase -8%.
`CCN(c1ccccc1)S(=O)(=O)c1cccc(C(=O)N2CCN(S(=O)(=O)c3ccccc3)CC2)c1` gave LYP phosphatase -2%.
Screening COc1cccc(CNC(=O)COc2cc3c(c4oc(=O)cc(C)c24)CCC(C)(C)O3)c1 returned LYP phosphatase -12%.
Screening COc1ccc(CCNC(=O)c2ccc(CS(=O)Cc3ccc(C)cc3)o2)cc1OC (configuration not stated) returned LYP phosphatase -7%.
Screening COc1ccc(CNC(=O)CC(C)CC2=NS(=O)(=O)c3ccccc3N2)cc1 (configuration not stated) returned LYP phosphatase -11%.

Reprinted at random: two records from the list, in no set order.
COc1cccc(C(=O)NC2CCN(CC(=O)Nc3ccccc3Cl)CC2)c1 was read as LYP phosphatase -10%.
`O=C1[C@H]2[C@@H](/C=C/c3ccccc3)N3C(=O)CN(CC4CC4)C(=O)[C@@]3(Cc3ccccc3)[C@H]2C(=O)N1c1ccccc1` gave LYP phosphatase -9%.

More compounds.
For Cc1ccc(NC(=O)CCNS(=O)(=O)c2ccc3[nH]c(=O)oc3c2)cc1C the results were LYP phosphatase -9%.
O=C(NCc1ccc(Cl)cc1)C1CCCN(c2ncnc3c2nc2n3CCCCC2)C1 (configuration not stated) was read as LYP phosphatase -8%.
For CCOc1ccc(-c2noc(CCCC(=O)NC3CCCCC3)n2)cc1OC the results were LYP phosphatase -8%.
`CC1c2cc3c(cc2CCN1C(=O)c1ccc(Br)cc1)OCCCO3` (configuration not stated) gave LYP phosphatase -6%.
`CCN(CC)CCCN(C(=O)c1ccc(OC)cc1)c1nc(-c2ccc(OC)cc2)cs1` gave LYP phosphatase -8%.
CCc1ccc(NC(=O)CN2C(=O)CC(C)S(=O)(=O)c3ccccc32)cc1 (configuration not stated) was read as LYP phosphatase -11%.
`COCCCNC(=O)c1ccc2nc(Cc3ccc(OC)cc3)oc2c1` gave LYP phosphatase -3%.
Screening O=C(NN1C(=O)NC2(CCCCC2)C1=O)c1ccc(-c2ccc([N+](=O)[O-])cc2)o1 returned LYP phosphatase -6%.
`CC(C)Oc1ccc(C(=O)NCCCNC(=O)c2ccccn2)cc1` gave LYP phosphatase -9%.
Screening Cc1cccc(NC(=O)CCNC(=O)c2ccccc2)c1 returned LYP phosphatase -2%.
`CCOc1ccccc1N1CCN(C(=O)CNC(=O)c2sc3ccccc3c2Cl)CC1` gave LYP phosphatase 0%.
Screening CCCCCn1c(=O)[nH]c2cc(C(=O)NCCCN3CCCCC3C)ccc2c1=O (configuration not stated) returned LYP phosphatase -10%.
For O=C(NC1CCC1)C1CCC(=O)N(Cc2cccc(F)c2)C1 (configuration not stated) the results were LYP phosphatase -9%.
Screening CCc1nn(CCCC(=O)Nc2ccc(C)cc2C)c(=O)c2cc3occc3n12 returned LYP phosphatase -5%.
Screening COc1cc(OC)cc(C(=O)OCCCOC(=O)c2cc(OC)cc(OC)c2)c1 returned LYP phosphatase -6%.
O=C(Nc1cccc(C(=O)N2CCCCC2)c1)c1ccccc1Br was read as LYP phosphatase -10%.
Screening O=C(NCc1ccc(Cl)cc1)C1CCCN1C(=O)Nc1ccccc1 (configuration not stated) returned LYP phosphatase -10%.
For CCCN1C2CCCC1CC(NC(=O)NC13CC4CC(CC(C4)C1)C3)C2 (configuration not stated) the results were LYP phosphatase -4%.
Screening Cc1sc2nc[nH]c(=O)c2c1-c1ccc(Cl)cc1 returned LYP phosphatase -4%.
For O=C(c1cnn(-c2ccccc2)c1)c1cc(F)ccc1O the results were LYP phosphatase -5%.
For CCc1ccccc1NC(=O)C1CCCN(c2nn3c(=O)cc(C)nc3s2)C1 (configuration not stated) the results were LYP phosphatase -8%.
For COC(=O)c1ccc(COc2cccnc2[N+](=O)[O-])cc1 the results were LYP phosphatase -16%.
`Cc1ncsc1C(=O)N1CCCC(C(=O)c2ccc3ccccc3c2)C1` (configuration not stated) gave LYP phosphatase -7%.
For COCCOC1CCN(C(=O)c2cc(COc3ccc(-n4cncn4)cc3)on2)CC1 the results were LYP phosphatase -8%.
For CC(=O)Nc1ccc(S(=O)(=O)N2CCN(S(=O)(=O)c3ccc(F)c(F)c3F)CC2)cc1 the results were LYP phosphatase -6%.
For O=C(NCCc1ccccc1)C1CCCN(c2nc3ccccc3s2)C1 (configuration not stated) the results were LYP phosphatase -5%.
For Cc1ccc(C)c(N2CCN(C(=O)c3ccc(N4CCOCC4)c([N+](=O)[O-])c3)CC2)c1 the results were LYP phosphatase -5%.
Cc1c(C)c(C)c(S(=O)(=O)NCCc2ccccn2)c(C)c1C was read as LYP phosphatase -8%.
CCc1cc(=O)oc2c(CNCc3ccccc3F)c(O)c(Cl)cc12 was read as LYP phosphatase -63%.
`Cc1c(CC(=O)N2C[C@H]3C[C@@H](C2)c2cccc(=O)n2C3)c(=O)oc2cc3occ(C(C)(C)C)c3cc12` gave LYP phosphatase 3%.

Among those listed so far, these have a furan ring, fused or not:
Screening COc1ccc(CCNC(=O)c2ccc(CS(=O)Cc3ccc(C)cc3)o2)cc1OC (configuration not stated) returned LYP phosphatase -7%.
Screening O=C(NN1C(=O)NC2(CCCCC2)C1=O)c1ccc(-c2ccc([N+](=O)[O-])cc2)o1 returned LYP phosphatase -6%.
Screening CCc1nn(CCCC(=O)Nc2ccc(C)cc2C)c(=O)c2cc3occc3n12 returned LYP phosphatase -5%.
`Cc1c(CC(=O)N2C[C@H]3C[C@@H](C2)c2cccc(=O)n2C3)c(=O)oc2cc3occ(C(C)(C)C)c3cc12` gave LYP phosphatase 3%.

The list continues:
Screening COc1ccc(CC(=O)NC(c2ccccc2)c2ccc(C)cc2)c(OC)c1 (configuration not stated) returned LYP phosphatase 0%.
`Cn1c(CCNC(=O)c2ccco2)nc2cc(NC(=O)c3ccccc3Cl)ccc21` gave LYP phosphatase 0%.
`COc1ccc(NC(=S)N2CCN(C(=O)c3ccco3)CC2)cc1` gave LYP phosphatase -2%.
S=C(NCCc1cccc(Cl)c1)NCc1ccccc1 was read as LYP phosphatase 6%.
CCOc1cc(/C=C2/C(=N)N3C(=NC2=O)SN=C3S(=O)(=O)CC)ccc1OC(=O)c1ccco1 was read as LYP phosphatase -8%.
O=C(CN(C(=O)CCC(=O)Nc1ccccn1)c1ccccc1F)NCc1ccc2c(c1)OCO2 was read as LYP phosphatase -4%.
`Cc1ccc(C2=NS(=O)(=O)N(C)C(C(=O)Nc3cc(C)n(CC(=O)N4CCCCC4)n3)=C2)cc1` gave LYP phosphatase -6%.
CCc1ccc(NC(=O)NCc2cccnc2)cc1 was read as LYP phosphatase -1%.
COc1ccccc1C(=O)Nc1nnc(S(=O)(=O)N2CCC(C)CC2)s1 was read as LYP phosphatase -8%.
Screening Cc1ccc2nc(C)c(CN3CCN(c4ccc([N+](=O)[O-])cc4Cl)CC3)n2c1 returned LYP phosphatase -4%.
Screening COc1ccc(NC(=O)CSc2nc3ccccc3nc2N2CCCC2)cc1Cl returned LYP phosphatase 1%.
`O=C(N/N=C/c1ccccn1)c1ccncc1` gave LYP phosphatase -4%.
For CC1(C)Cc2c(sc(NC(=O)c3ccc4c(c3)OCCO4)c2C(N)=O)C(C)(C)N1 the results were LYP phosphatase 4%.
Screening CC(C)c1ccc(N2C(=O)C(Cl)=C(N3CCOCC3)C2=O)cc1 returned LYP phosphatase -4%.
Screening Cc1cccc(COC(=O)C(Cc2ccccc2)NC(N)=O)c1 (configuration not stated) returned LYP phosphatase -15%.
Screening O=C(O)CC(c1ccccc1F)N1Cc2ccccc2C1=O (configuration not stated) returned LYP phosphatase -6%.
For CCOC(=O)N1CCN(Cc2nc3cc(NC(C)=O)ccc3n2CC)CC1 the results were LYP phosphatase -12%.
O=C(CCC(=O)N1CCN(c2ccccc2F)CC1)N1CCN(c2ccc(F)cc2)CC1 was read as LYP phosphatase -6%.
For O=C(N/N=C/c1cc2c(cc1Cl)OCO2)c1cc(-c2ccccc2)n[nH]1 the results were LYP phosphatase -2%.
COc1cc(OC)cc(C(=O)NCCNC(=O)c2ccccn2)c1 was read as LYP phosphatase -10%.

Next section, starting with the last 3 of the part before.
O=C(CCC(=O)N1CCN(c2ccccc2F)CC1)N1CCN(c2ccc(F)cc2)CC1 was read as LYP phosphatase -6%.
For O=C(N/N=C/c1cc2c(cc1Cl)OCO2)c1cc(-c2ccccc2)n[nH]1 the results were LYP phosphatase -2%.
COc1cc(OC)cc(C(=O)NCCNC(=O)c2ccccn2)c1 was read as LYP phosphatase -10%.
Screening Cc1ccc(C)c(S(=O)(=O)Nc2ccc(C(=O)N3CCCCC3)cc2)c1 returned LYP phosphatase -6%.
For CCOc1ccc(CCNC(=O)c2nn(C)c3c2CS(=O)(=O)c2ccccc2-3)cc1 the results were LYP phosphatase -7%.
CCOC(=O)c1ccc(NC(=O)NCCc2cnc[nH]2)cc1 was read as LYP phosphatase -4%.
For CN1CCN(CCCNC(=O)CCN2C(=O)COc3ccccc32)CC1 the results were LYP phosphatase -10%.

The list is partial; count on the stated rates, not on these rows.
